UDG counterscr: blocks uracil-DNA glycosylase in AID counter-screen; Potency, µM (doses to about 115 µM), for inactives: top-dose activity change, negative = inhibition, most hits filed as inhibitors; 0.14% of 91,000 active; FRET deamination/UDG coupled assay, UDG read, 4 h; further: nearly all actives have a fitted effect of over 65% in size
AID inh: blocks human AID cytidine deaminase activity; Q9GZX7; AID deamination FRET fluorescence, UDG-coupled, 4 h; Potency, µM (top dose mostly 115 µM), for the others: top-dose activity change, negative = inhibition, hits mostly inhibitors; 0.32% of 91,000 active; AID 1347428; further: nearly all actives have a fitted effect of over 25% in size
Target sequence (Q9GZX7 whole entry, looked up): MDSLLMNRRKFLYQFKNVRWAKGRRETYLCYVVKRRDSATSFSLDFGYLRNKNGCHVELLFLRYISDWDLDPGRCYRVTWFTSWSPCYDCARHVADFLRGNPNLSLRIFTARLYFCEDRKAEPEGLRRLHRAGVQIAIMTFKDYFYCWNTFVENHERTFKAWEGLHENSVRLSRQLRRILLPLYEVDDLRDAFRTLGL
* marks the source's active call; other numbers are inactive results; ? = inconclusive; & = joins results of further samples; [ ] = dose if it differs, or a comment. The call rests on the fitted dose curve; in most records, active means well fitted curve in the direction sought with a large enough effect; inconclusive means small, poorly fitted or top-dose-only effect, or another doubt; inactive means no such curve, though single readings can be large; an effect the other way counts as inactive or inconclusive. On the % scale 0 is the no-effect control and ±100 the full control effect; potency means the concentration at half of the fitted maximal effect. Not all compounds are listed; the hit share may differ from the screen's.

SMILES	UDG counterscr	AID inh
COc1cccc(Cn2c(=O)n(CCc3ccccc3)c(=O)c3c2c2cc(OC)ccc2n3C)c1	-6%	?
CCNC(=O)NC(=O)CN1CCN(Cc2ccc(C#N)cc2)CC1	3%	1%
CC(OC(=O)c1ccccc1Cc1ccccc1)C(=O)NC(N)=O (stereo not drawn)	4%	1%
CC(=O)Nc1c(C)nn(-c2ccccc2)c1N1CCC(C(=O)NCc2ccc(Cl)cc2)CC1	5%	9%
Cn1nc(C(=O)Nc2nc(-c3cc(F)ccc3F)cs2)c2ccccc2c1=O	-6%	-20%
Cc1cccc(NC(=O)CSc2nc3ccc(NC(=O)CCc4ccccc4)cc3s2)c1	1%	9%
Cc1ccc2c(CN3CCN(C(=O)c4ccc(F)cc4)CC3)cc(=O)oc2c1	-2%	-10%
Nc1nn(Cc2c(F)cccc2Cl)cc1Cl	-4%	1%
Cc1cc(C)c(S(=O)(=O)N2CCC(n3c(C(F)(F)F)nc4cccnc43)CC2)c(C)c1	20%	49%[activator]
Cc1c(Cl)cccc1NC(=O)c1cc(S(=O)(=O)N2CCCCC2)cn1C	-2%	-4%
Cc1cc2nc(CSc3nc4ccc(NC(=O)C(C)C)cc4s3)cc(=O)n2o1	-8%	3%
CCCNC(=O)c1ccc2nc(CCc3ccccc3)oc2c1	4%	2%
Cc1ccc2nc(-c3ccccc3)cc(C(=O)Nc3ccccn3)c2c1	-1%	-3%
Cc1ccsc1/C=C1\Oc2cc(OC(=O)C(C)(C)C)ccc2C1=O	-8%	-9%
CNC(=O)c1cnc2sc(N3CCC(C)CC3)nn2c1=O	-20%	12%
Cc1cccc(CNC(=O)Cn2c(-c3cccs3)cc3ccccc32)c1	13%	16%
O=C(NCc1ccccc1F)C1CCN(c2nn3cc(-c4ccc(F)cc4)nc3s2)CC1	-24%	5%
CCOc1ccc(C(=O)Nc2ccc3nc(N(CC)CC)cc(C)c3c2)cc1	-7%	-13%
COc1ccc(NC(=O)Cn2c(SCc3ccc(C)cc3)nc3cccnc32)c(OC)c1	0%[57.5 µM]	-11%
COC(=O)c1ccc(Cn2nnc3sc4c(c3c2=O)CCCC4)cc1	-6%	5%
COc1ccc(S(=O)(=O)N(CC(=O)Nc2ccc(C)cc2)c2ccc(C)cc2)cc1OC	7%	-18%
Cc1cccc(C(=O)NCCc2nc3ccccc3n2Cc2ccc(Cl)cc2)c1	-8%[57.5 µM]	-10%
COc1cccc(CNC(=O)C(NS(=O)(=O)c2cccs2)C(C)C)c1 (stereo not drawn)	-7%	12%
Cc1c(C(=O)Nc2ccc(C(=O)O)cc2)nnn1-c1ccccc1	-11%	-19%
CCOc1ccc(NCc2cccn2-c2nnc(N3CCC(C(=O)NCc4ccc(C)cc4)CC3)s2)cc1	-6%	4%

Given comma-delimited: entries from further up.
structure,UDG counterscr,AID inh
CCOc1ccc(NCc2cccn2-c2nnc(N3CCC(C(=O)NCc4ccc(C)cc4)CC3)s2)cc1,-6%,4%
CCOc1ccc(C(=O)Nc2ccc3nc(N(CC)CC)cc(C)c3c2)cc1,-7%,-13%

Ordered by SMILES length (ascending): some entries from above
SMILES	UDG counterscr	AID inh
Nc1nn(Cc2c(F)cccc2Cl)cc1Cl	-4%	1%
Cc1c(C(=O)Nc2ccc(C(=O)O)cc2)nnn1-c1ccccc1	-11%	-19%
COc1cccc(CNC(=O)C(NS(=O)(=O)c2cccs2)C(C)C)c1 (stereo not drawn)	-7%	12%

Molecules shown so far that contain two or more sulfur atoms (3):
SMILES	UDG counterscr	AID inh
Cc1cccc(NC(=O)CSc2nc3ccc(NC(=O)CCc4ccccc4)cc3s2)c1	1%	9%
Cc1cc2nc(CSc3nc4ccc(NC(=O)C(C)C)cc4s3)cc(=O)n2o1	-8%	3%
COc1cccc(CNC(=O)C(NS(=O)(=O)c2cccs2)C(C)C)c1 (stereo not drawn)	-7%	12%

(continued)
SMILES	UDG counterscr	AID inh
CCC(=O)N1CCc2cc(Br)cc(S(=O)(=O)CCC(=O)NCCc3ccc(C)cc3)c21	2%[57.5 µM]	6%
Cc1cccc(C)c1Nc1nc(-c2ccccc2)cs1	-3%	0%
N#CC(C#N)=Cc1ccc(-c2cccc(C(=O)O)c2)o1	-6%	-9%
C/C(=N/Nc1ccc(F)cc1F)c1ccc(Cl)c(Cl)c1	-1%	-4%
CC(=O)c1ccc(NC(c2ccc(F)cc2)c2nnc(-c3ccccc3)o2)cc1 (stereo not drawn)	?	-1%
CC1=C/C(=N/N=C(c2ccccc2)c2ccccc2)CC1	-1%	-12%
O=S(=O)(c1ccc(Cl)cc1)c1nc(-c2cccs2)oc1SCc1ccccc1F	-10%	48%[activator]
CC(=O)c1ccc(NC(=O)CSc2ccc3nc(-c4ccccc4)cn3n2)cc1	6%	3%
CCOc1ccc(-c2oc3cc(Cl)ccc3c(=O)c2O)cc1OC	5%	17%
CCOC(=O)c1ccc(N2C(=O)c3[nH]nc(-c4ccc(C)cc4)c3C2c2cccc(F)c2)cc1 (stereo not drawn)	-7%	-27%
CCN(CC)S(=O)(=O)c1ccc(=O)n(CC(=O)c2c[nH]c3ccccc23)c1	-4%	3%
O=S(=O)(Nc1ccc(Cl)c(N2CCCS2(=O)=O)c1)c1ccccc1	0%	0%
Cc1cc2c(cc1NS(=O)(=O)c1ccc(NC(=O)CC(C)C)cc1)n(C)c(=O)c(=O)n2C	14%	-3%
Cc1cccc(NC(=O)CCC2CCCCC2)c1	6%	-2%
CSCCCNC(=S)NCC(C)(C)N1CCOCC1	7%	1%
Cc1ccc(OCC(=O)Nc2ccc3nc(SCC(=O)Nc4ccc(C)cc4C)sc3c2)cc1	50%[activator]	-16%
COc1ccc(CNC(=O)c2nnn(CC(=O)Nc3cc(C)cc(C)c3)c2N)cc1	-11%	-6%
O=C(COc1ccccc1F)Nc1ccc2nc(SCC(=O)N3CCCC3)sc2c1	3%[57.5 µM]	29%
COc1ccc(N2CCN(Cc3cc(=O)oc4ccc(OC)cc34)CC2)cc1	10%	1%
CC(=O)Nc1ccc(/C(C)=N/NC(N)=S)cc1	-10%	-6%
Cc1cc(F)ccc1NC(=O)C(c1ccccc1)N1Cc2ccccc2C1=O (stereo not drawn)	3%	-4%
CCOC(=O)N1CCN(Cc2nc3cc(NC(=O)c4ccc(OC)cc4)ccc3n2C(C)C)CC1	-13%&-6%	-25%&-24%
CN1CCC(N(C)CCN(C)C(=O)Nc2ccc(C(F)(F)F)cc2)CC1	-1%	7%
CCc1ccccc1NC(=O)C(CC)CC	-2%	1%
CC(=O)N1CCc2c(sc3c2c(=O)n(Cc2ccccc2)c(=O)n3Cc2cc(C)ccc2C)C1	-6%	-1%
More compounds:
SMILES	UDG counterscr	AID inh
Cc1ccc(S(=O)(=O)Nc2cccc(-c3cn4cccc(C)c4n3)c2)c(C)c1	7%	9%
Cc1ccc(CSc2ncc(Cl)c(C(=O)Nc3nc4ccc(C)cc4s3)n2)cc1	-11%	15%
COc1ccc(-c2cc(C)no2)cc1S(=O)(=O)N1CCN(c2ccc(C(C)=O)cc2)CC1	19%	-16%
COC(=O)c1ccc(/C=N/OCc2ccc(Cl)c(Cl)c2)cc1	-5%	0%
Cn1c(=O)c(=O)n(C)c2cc(N3CCCC3)c(NC(=O)c3ccc(C(C)(C)C)cc3)cc21	-8%	459%[activator]
COc1ccc(NC(C)=O)cc1NC(=O)CCn1cnc2c1c(=O)n(C)c(=O)n2C	4%	-8%
Cc1cccc(NC(=O)c2ccc3[nH]c(C)cc(=O)c3c2)c1	6%	2%
CCOC(=O)c1c(C)[nH]c(C)c1S(=O)(=O)N1CCCC(C(=O)N2CCN(c3cccc(Cl)c3)CC2)C1 (stereo not drawn)	?	?
Cc1ccc(F)cc1NC(=O)c1nn(CC(C)C)c(=O)c2ccccc12	1%	-4%
O=C(OCC(=O)N1CCCc2ccccc21)c1ccccc1NS(=O)(=O)c1ccc(F)cc1	9%	-8%
O=C(CNC(=O)c1ccccc1F)OCc1cc(=O)n2ccsc2n1	6%	29%
COc1ccc(NC(=O)c2ccc3c(c2)NC(=O)CCS3)cn1	5%	8%
CS(=O)(=O)NC(=O)c1ccc(Cl)cc1F	-9%	-12%
CCOC(=O)c1c(C)oc2nc(C)nc(NCC3CCN(Cc4ccc(Cl)cc4)CC3)c12	-3%	11%
Cc1ccc(-c2csc(Nc3ccccc3Cl)n2)cc1	-6%	-7%
COC(=O)c1ccc(NC(=O)CC2C(=O)N(c3ccccc3)C(=O)N2Cc2ccco2)cc1 (stereo not drawn)	3%	-5%
CN(C)c1ccc(C(CNS(=O)(=O)c2ccc(Cl)cc2)N2CCCC2)cc1 (stereo not drawn)	10%	-9%
Cc1ccc2cccc(OCc3nnc(SCC(=O)O)n3C)c2n1	14%	-6%
CC(NC(=O)c1cccs1)C(=O)NCc1cccnc1 (stereo not drawn)	1%	-7%
COc1ccc(CNC(=O)CCn2nc(C)c3c(C)n(-c4ccccc4)nc3c2=O)cc1OC	-14%	5%
CCOc1cc(C(=O)NC(CC(=O)OC)c2cccs2)ccc1OC (stereo not drawn)	-1%	-3%
COc1cc(C)c(C)cc1S(=O)(=O)NCC(C)O (stereo not drawn)	-9%	-6%
COc1ccc(N(Cc2cc3cccc(C)c3[nH]c2=O)C(=O)c2cccc(Cl)c2)cc1	-14%	?
Cc1ccc(Nc2nc(CN3CCN(S(=O)(=O)c4ccc(F)c(F)c4)CC3)cs2)cc1	-17%	-12%
Cc1cc(C)cc(OCCCn2c(CCNC(=O)C3CCCCC3)nc3ccccc32)c1	-2%	?
Next section:
SMILES	UDG counterscr	AID inh
CCCCc1ccc(NC(=O)COc2ncnc3ccccc23)cc1	-4%	-2%
CCCCn1nc(C(=O)Nc2nc(-c3cccs3)cs2)c2ccccc2c1=O	-2%	-1%
C=CCNC(=O)NC(=O)CN(CC1CCOC1)C1CC1 (stereo not drawn)	-1%	2%
CCc1ccc(NC(=O)CN2C(=O)CCSc3ccccc32)cc1	2%	-3%
COc1ccc(NC(=O)c2cccc(N3CCCS3(=O)=O)c2)cc1OC	-14%	36%[activator]
O=c1c(Cl)c(Oc2cccc(F)c2)cnn1-c1ccc(C(F)(F)F)cn1	-4%	-5%
CCOC(=O)C1CCCN(C(=O)c2nn(-c3ccc(C)cc3)c(=O)c3c2c2ccccc2n3C)C1 (stereo not drawn)	19%	23%
O=C(c1ccccc1Br)N(Cc1ccc2[nH]ccc2c1)C1CC1	-1%	0%
CC(C)CNc1nc2c(c(=O)n(Cc3cccc(Cl)c3)c(=O)n2C)n1C	4%	-17%
Cc1ccc(-n2nc(C(=O)Nc3ccc(Br)cc3C)c(=O)n(C)c2=O)cc1	-7%	4%
Cc1ccc(CS(=O)(=O)Cc2ccc(C(=O)NCCc3ccc(Cl)cc3)o2)cc1	47%[activator]	3%
Cc1[nH]c(=O)[nH]c(=O)c1C1N2CC3(C(C)C)CN1CC(C(C)C)(C2)C3=O (stereo not drawn)	-13%	?
COC(=O)c1sccc1S(=O)(=O)N(CC(=O)NCc1ccc(C)cc1)c1ccc(Cl)cc1	9%	-17%
CCC1CN(C(=O)N2CCC(C(=O)NCc3cccs3)CC2)c2ccccc2O1 (stereo not drawn)	0%[57.5 µM]	-7%
CCOC(=O)c1ccccc1NC(=O)CSc1cc(C)[nH]c(=O)n1	7%	55%[activator]
COC(=O)c1nc(NC(=O)c2ccc(Br)cc2)n[nH]1	27%	-9%
CC(C)c1ccc(/C=N/NC(=O)c2ccccc2)cc1	-4%	-10%
O=C(CCc1ncc(-c2ccc(Cl)cc2)o1)N1CCCC(O)C1 (stereo not drawn)	-7%	-9%
CCOc1ccc(NC(=O)Cn2nc(SC)c(S(=O)(=O)c3ccccc3)c2N)cc1	19%	-24%
COc1ccc(C(C)=O)cc1CSc1nc(NCCc2ccccc2)c2ccccc2n1	-6%[57.5 µM]	?
Cc1nn2c(=O)cc(COC(=O)c3ccc(C(C)(C)C)cc3)nc2s1	2%	-12%
Cc1nc2nc(NC(=O)c3ccc(C(C)(C)C)cc3)[nH]n2c(=O)c1Cl	5%	32µM*
CCCCN(CC)CCNC(=O)Cn1c(C)c(C(=O)OCC)c(C)c1-c1ccccc1	-6%	-13%
CC(C)(C)C(=O)Nc1ccc(-c2csc(NCc3ccco3)n2)cc1	-6%	0%
CC(C)Cc1cc(-c2nn3c(-c4cccs4)nnc3s2)n(C)n1	-8%	-4%
COc1ccc(NC(=O)c2cc3c(=O)n(Cc4cccs4)ccc3nc2C)c(OC)c1	4%	5%
CCOc1ccc(NC(=O)CCc2c(C)nc3c(c(C)nn3-c3ccccc3)c2C)cc1	-2%[57.5 µM]	3%
CC(C)CC(NC(N)=O)C(=O)N1CCN(S(=O)(=O)c2ccc(C(C)C)cc2)CC1 (stereo not drawn)	-15%	-14%
Cc1cccc(N2CCN(C(=O)COCc3cc(-c4ccc(F)cc4)on3)CC2)c1C	-13%	-20%

Given as comma-separated lines: part of the list above
SMILES,UDG counterscr,AID inh
CC(C)CC(NC(N)=O)C(=O)N1CCN(S(=O)(=O)c2ccc(C(C)C)cc2)CC1 (stereo not drawn),-15%,-14%
Cc1cccc(N2CCN(C(=O)COCc3cc(-c4ccc(F)cc4)on3)CC2)c1C,-13%,-20%

Screening results as filed in PubChem.
